PKA-R1A act: PKA-R1A complex activation. PKA-R1A dissociation, Cy5-IP20 fluorescence polarization; scaled: DMSO 0%, 113 µM cGMP 100%. activation, % at 11.4 µM. 340,000 compounds, 0.083% hits. AID 504707;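 active = percent activation above the mean of all tested compounds plus 3 SD, cut at about 19% in these data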;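 also: higher means more PKAc released from R1A so a rise in polarization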
NSD2 inh: inhibitors of human histone methyltransferase NSD2; AID 743445; NSD2 peptide methylation, AlphaScreen, 120 min; inhibition, % at 12.5 µM; 310,000 compounds, 0.54% hits; O96028; in the data active = inhibition above about 50%
dFosB activator: mouse delta FosB homodimer activation. P13346. AID 493131. activation, % at 25 µM. purified delta FosB, TAMRA-CDK5 oligo fluorescence polarization; percent of positive-control signal above neutral wells. 340,000 compounds, 0.99% hits;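 active = mean activation above about 17%, with every replicate also reaching it, limit read from the data, passing the limit was not always enough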;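 also: fluorescence polarization rise as delta FosB binds a TAMRA Cdk5 AP-1 oligo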
SR-BI DiI-HDL act: activators of SR-BI mediated HDL lipid uptake; CHO ldlA[mSR-BI] cells, DiI-HDL uptake fluorescence, 3 h; 100 = double the neutral-control signal; activation, % at 12.5 µM; 320,000 compounds, 0.096% hits; AID 504775;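 active = mean replicate activation of at least 60% and every replicate at or above 60%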;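 also: 0% = median plate neutral-control signal and 100% = twice that signal; values of inactives mirror those of a sister screen read the other way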
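system = CHO ldlA[mSR-BI] cells, LDL receptor-null, SR-BI overexpressing | medium = Ham's F12 with 0.5% BSA, HEPES 25 mM, pH 7.4 | probe or stimulus = DiI-HDL 10 µg/mL | compound dosing = single-point compound dose | incubation = compound exposure 3 h, 37 °C | technique = DiI fluorescence, bottom read | read-out = cell-associated DiI fluorescence as measure of HDL uptake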
CDK5 p35 inh: CDK5/p35 (human) kinase inhibition; AID 488839; Q00535+Q15078; 330,000 compounds, 0.01% hits; Recombinant CDK5/p35, ADP-Glo luminescence, 60 min; inhibition, % at 10 µM;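 active = highest replicate inhibition of at least 50% and at least 75% of replicates reaching 50%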;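 also: plate controls were DMSO neutral control for no effect and GW8510 at 10 µM for full effect; many of its hits are not listed in these tables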
SR-BI HDL uptake: mouse SR-BI HDL lipid transfer inhibition; ldlA[mSR-BI] CHO cells, DiI-HDL uptake fluorescence, 3 h; inhibition, % at 12.5 µM; 320,000 compounds, 0.96% hits; AID 488896;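 active = mean replicate inhibition of at least 70% and a set share of replicates each scoring 70 or more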;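 also: 0% = median of neutral control wells and 100% = median of positive control wells; values of inactives mirror those of a sister screen read the other way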
Target sequence (Q61009 whole entry, looked up): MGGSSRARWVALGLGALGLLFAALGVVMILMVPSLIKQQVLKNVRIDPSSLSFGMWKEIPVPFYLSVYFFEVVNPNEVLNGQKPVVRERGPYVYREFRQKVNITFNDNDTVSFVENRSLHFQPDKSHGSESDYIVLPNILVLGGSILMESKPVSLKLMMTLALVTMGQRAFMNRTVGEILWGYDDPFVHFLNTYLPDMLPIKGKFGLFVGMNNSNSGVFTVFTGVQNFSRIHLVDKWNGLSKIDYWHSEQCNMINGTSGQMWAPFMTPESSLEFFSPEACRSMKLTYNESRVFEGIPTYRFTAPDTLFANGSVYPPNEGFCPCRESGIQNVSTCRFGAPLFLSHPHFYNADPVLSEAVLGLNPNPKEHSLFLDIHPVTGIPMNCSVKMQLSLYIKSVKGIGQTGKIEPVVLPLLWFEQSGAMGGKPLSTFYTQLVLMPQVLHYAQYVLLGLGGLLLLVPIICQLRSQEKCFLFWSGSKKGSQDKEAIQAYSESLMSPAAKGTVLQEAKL
Arr AP2 block: blocks beta-arrestin peptide binding to AP2 adaptin | FITC-arrestin peptide / GST-AP2 beads, flow cytometry; AP2 beta2 appendage carries R879A mutation | 340,000 compounds, 0.31% hits | AID 504490 | inhibition, % at 10 µM;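 active = inhibition above a set limit, near 3 SD of compounds lacking own fluorescence, cut at about 54% in these data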;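 also: plate controls were DMSO wells for no effect and 5 µM unlabelled arrestin peptide for full effect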
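test system = AP2 appendage R879A on GSH beads | buffer or medium = PBS plus Tween 20 (0.05%) and BSA (0.1%) | incubation = 12 min plus 1 h, RT | detection = bead flow cytometry, FITC channel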
PKA-R2B act: activates the human PKA-R2B holoenzyme complex. PKA-R2B holoenzyme dissociation, Cy5-IP20 fluorescence polarization; R2B truncated from residue 108, S112A mutant; 0% DMSO only, 100% 113 µM cGMP. AID 504700. 340,000 compounds, 0.079% hits. activation, % at 11.4 µM;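 active = activation above a cutoff set at the mean over all compounds plus 3 SD, cut at about 18% in these data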;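 also: higher means more holoenzyme dissociation and a rise in polarization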
Target sequence (P31323 whole entry, looked up, other chains not shown, the tested form may be a part): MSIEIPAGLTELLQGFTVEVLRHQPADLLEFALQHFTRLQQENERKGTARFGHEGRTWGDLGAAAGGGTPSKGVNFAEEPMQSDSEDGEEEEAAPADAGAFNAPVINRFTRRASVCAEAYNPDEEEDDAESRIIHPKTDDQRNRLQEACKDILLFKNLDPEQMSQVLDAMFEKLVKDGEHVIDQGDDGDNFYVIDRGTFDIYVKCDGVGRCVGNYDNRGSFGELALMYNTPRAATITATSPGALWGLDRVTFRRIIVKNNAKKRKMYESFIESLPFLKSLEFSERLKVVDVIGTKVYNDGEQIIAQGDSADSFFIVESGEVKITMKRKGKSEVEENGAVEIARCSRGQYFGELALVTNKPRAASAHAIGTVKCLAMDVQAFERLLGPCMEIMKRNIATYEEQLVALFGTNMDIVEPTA
SUMO Mot1 rescue: SUMOylation pathway inhibition by Mot1-301 growth rescue | 320,000 compounds, 1% hits | growth rescue, % at 18.8 µM | S. cerevisiae Mot1-301 growth rescue, ATP luminescence, 38.5C; percent above DMSO median, 100 means doubled;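 active = every valid replicate shows activation above 250% relative to neutral control wells; inactive = the rest, any valid replicate at or below 250%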;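 also: OY570 slx delta 5 strain wells were the positive control but not used for scaling; some compounds called inactive have numbers as strong as hits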
Pemphigus Ab inh: inhibitors of pemphigus antibody binding to human desmoglein-3; 310,000 compounds, 0.48% hits; P32926; binding (percent of control), % at 10 µM; DSG3-coupled beads, scFv-anti-DSG3-GFP binding, flow cytometry; stronger effect = lower value;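 active = binding more than 3 SD below its plate's average and above zero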; also: some compounds called inactive have numbers as strong as hits
MITF TRPM1 HTS: increases MITF-driven TRPM1 promoter luciferase signal; 300,000 compounds, 0.75% hits; AID 588334; SK-MEL-5 TRPM1-promoter luciferase, 24 h; % of positive control, neutral wells = 0; activation, % at 12.5 µM;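 active = mean activation of at least 80% with every replicate also reaching 80%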;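 also: 0% = neutral control wells and 100% = parthenolide positive control wells; values of inactives mirror those of a sister screen read the other way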
* = called active by the depositor; x = no result given; & = joins results of further samples. Not a hit list; about 4.7% have a hit in one of these screens.

SMILES,PKA-R1A act,NSD2 inh,dFosB activator,SR-BI DiI-HDL act,CDK5 p35 inh,SR-BI HDL uptake,Arr AP2 block,PKA-R2B act,SUMO Mot1 rescue,Pemphigus Ab inh,MITF TRPM1 HTS
CC(OC(=O)C1CC1)C(=O)Nc1cc(Cl)cc(Cl)c1 (configuration not stated),-6,-1,5,0,0.2,0,36,-11,8,94,5
CCc1nnc(NC(=O)C2CCCN(S(=O)(=O)c3ccccc3)C2)s1 (configuration not stated),-3,3,-1,-13,2.1,13,-6,-4,3,99,4
CN(Cc1ccccc1)C(=O)CCC1CCN(S(=O)(=O)N(C)C)CC1,5,-3,-8,2,1.2,-2,19,-11,0,97,-11
COc1ccccc1-c1nc(C#N)c(NCc2ccc(F)cc2)o1,-16,13,-8,-29,0.7,29,7,-17,-15,107,2
CCc1cccc(C)c1NC(=O)CO/N=C(\N)CC(=O)NC1CCCCC1,-12,1,-14,-4,-7.0,4,-11,-6,-4,110,-5
CCC(C)(c1nnnn1-c1c(C)cccc1C)N(N=O)c1cccc(C(F)(F)F)c1 (configuration not stated),-19,-1,3,12,-1.4,-12,-8,-17,32,106,-18
CC(C)CCN1CCN(Cc2ccc3nsnc3c2)CC1CCO (configuration not stated),-6,0,6,25,-0.2,-25,6,-12,-2,96,-5
CCOc1cccc(C(=O)Nc2cc(-c3nn4c(C)nnc4s3)ccc2C)c1,1,x,-32,-22,1.4,22,-4,8,170,104,-2
O=C(OC1CCCC1)c1ccc(Cl)cc1Cl,5,-4,3,-4,1.4,4,13,-6,x,97,1
O=C(NC(=S)Nc1ccc2[nH]c(=O)[nH]c2c1)c1cccc(F)c1,14,1,8,x,-2.6,x,2,1,-1,111,0
COC(=O)c1cn(NC(=O)Cc2c(F)cccc2Cl)c(=O)c2ccccc12,7,-2,-8,9,-2.8,-9,1,2,3,92,-7
O=C(NCc1ccccc1Cl)c1cnccn1,-2,-1,3,21,0.3,-21,21,6,18,102,3
CCOC(=O)c1ccc(NC(=S)N2CCC(C(N)=O)CC2)cc1,-3,-1,-1,17,2.8,-17,2,1,-4,95,10
Cc1cc(Cl)ccc1NC(=O)COC(=O)c1c(C)noc1C,5,-1,7,1,-2.0,-1,4,-9,1,89,-7
CN1CCN(S(=O)(=O)c2cccc(C(=O)N3CCN(c4ccccc4)CC3)c2)CC1,-16,-1,0,x,-0.9,9,-6,0,10,102,0
COc1ccc(N2CCN(C(=O)COC(=O)c3cc(S(=O)(=O)N(C)C)ccc3N3CCCC3)CC2)cc1,1,47,-10,-32,1.2,32,10,-8,-18,98,-3
CCN1CCN(C(=O)CCc2nnc(CCc3ccc(OC)cc3)o2)[C@@H](C)C1=O,13,-3,-4,0,-1.3,0,10,3,-3,100,14
COc1ccc(Oc2c(C=O)c3ccccc3n2C)cc1,2,-4,-4,-38,0.7,38,-3,-6,-18,102,3
Cn1c(=O)c2ncn(CC(=O)NCCC3=CCCCC3)c2n(C)c1=O,6,x,-6,-1,-2.0,1,4,7,-16,102,x
O=C(c1cccc(F)c1F)N1CCCc2ccccc21,4,-2,-4,-7,3.5,7,-4,-16,-14,114,6
CCOc1ccc(C(=O)C2CCN(CC(=O)Nc3ccccc3N3CCOCC3)CC2)cc1,1,-6,4,-19,-0.1,19,12,-2,18,99,-4
CC1(C)CC(=O)C2=C(C1)N(c1ccccc1)C(=O)CC2c1ccsc1 (configuration not stated),1,x,-7,-2,-0.2,2,3,-10,53,95,17
N#C/C(=C(/O)COC(=O)c1ccc(Cl)c(S(=O)(=O)N2CCOCC2)c1)c1nc2ccccc2[nH]1,5,-1,0,5,-1.1,-5,-8,-4,1,107,-6
CCOc1cc(CNCc2cccs2)cc(Br)c1OCC,-6,0,1,-9,1.4,9,1,3,-10,112,11
O=C(Nc1cccc(-c2nnc(-c3ccccc3)o2)c1)c1ccc(Br)o1,-6,1,-33,8,-0.6,-8,0,-1,23,100,17
CC(C)(C)C(=O)Nc1cccc(C(=O)Nc2cc(C(=O)O)cc(C(=O)O)c2)c1,-10,x,2,12,-1.1,-12,-6,-4,13,101,9
CCCC(c1nnnn1CCOC)N1CCN(c2cccc(OC)c2)CC1 (configuration not stated),-1,0,1,-31,0.4,31,-4,4,x,107,x
Cc1cccc(-n2nnnc2SCC(=O)Nc2cccc(S(N)(=O)=O)c2)c1,-10,x,-9,8,-0.5,-8,-19,5,-6,105,8
COc1ccc(N2CCN(C(=O)CSc3nnc(NC(=O)C4CC4)s3)CC2)cc1,-14,1,-4,1,-1.2,-1,-15,-15,5,107,1
Cc1nc(-n2nnc3cc(C)c(C)cc32)c2c3c(sc2n1)CCCC3,-5,-1,-8,-7,1.6,7,7,-5,-11,102,x
COc1cccc2c1C(CO)N1C(C#N)C3CC(C(=O)O)C(C1C2)N3C (configuration not stated),-12,x,1,2,0.8,-2,6,15,-10,98,-66
Cc1ccccc1OCCNc1cc(N2CCN(CCO)CC2)ccc1[N+](=O)[O-],4,7,6,-9,-3.0,9,-5,-2,11,102,40
N#CC1=C2SCN(c3ccccc3)CN2C(=O)CC1c1c(Cl)cccc1Cl (configuration not stated),0,x,-5,-7,4.4,7,14,5,-24,89,x
Cc1ccc(OCC(=O)Nc2nnc(C3CCCO3)s2)c(Br)c1 (configuration not stated),-12,-1,-2,4,1.2,-4,26,-3,1,102,-1
COc1ccc(/C=C/C(=O)NC(=S)NN2CCCCC2c2cccnc2)cc1OC (configuration not stated),0,x,-4,-27,0.1,27,11,-7,6,88,1
NC(=O)OCC(COC(N)=O)c1ccccc1,11&-2,x,-3&7,4&2,-0.4&1.1,-1&-2,9&25,6&-3,103&14,100,-3&-2
COc1ccc(NC(=O)O/N=C/c2ccccc2)cc1,-7,-2,16*,-3,0.0,3,-2,0,13,109,75
CC1CCCCC1NC(=O)C1Cc2ccccc2CN1S(C)(=O)=O (configuration not stated),-11,1,-4,11,1.1,-11,12,-7,-3,102,x
CC(C)c1nnc(SCc2ccc(CSc3nnc(C(C)C)n3N)cc2)n1N,-13,1,-3,10,0.0,-10,11,-2,14,100,-2
Cc1ccc(S(=O)(=O)N2[C@@H](c3ccccc3F)C(C(=O)O)=CC[C@H]2c2cccs2)cc1,-4,x,0,x,-0.8,x,3,-5,-10,109,-14
COC(=O)N1c2ccccc2CCc2ccccc21,0,-3,3,-5,-2.7,5,7,0,-10,89,-3
CC(OC(=O)c1snc(C(=O)NC2CCCCC2)c1N)C(=O)NC1CCCCC1 (configuration not stated),-8,0,-3,-22,-1.5,22,5,-17,6,103,x
O=C(c1ccncc1)N(Cc1cc2ccccc2[nH]c1=O)C1CCCCC1,-8,0,-9,-3,1.2,3,-6,-6,9,102,-9
CC(C)Nc1nnc(SCC(=O)Nc2ccc(F)cc2)s1,7,1,-1,7,0.5,-7,8,7,-14,95,2
Cc1cc(CNC(=S)Nc2cccc(Cl)c2Cl)nn1C,-10,-4,-6,-20,0.4,20,8,6,2,107,1
CC1CCN(C(=O)CSc2nnc(CNC(=O)c3c(F)cccc3F)o2)CC1,0,0,-7,8,1.1,-8,1,5,-8,103,-3
NC(=O)c1sc2nc3c(c(-c4ccccc4)c2c1N)CCC3,-3,-1,-8,-11,1.5,11,7,-8,-25,99,-1
O=S(=O)(N/N=C/c1ccc(Cl)cc1)c1ccc(Cc2ncc(C(F)(F)F)cc2Cl)s1,-15,24,-8,0,-0.5,0,23,-3,20,100,-13
Cc1csc(=O)n1CC(=O)OCc1nnc(-c2ccc([N+](=O)[O-])cc2)o1,0,0,4,-5,0.2,5,0,2,7,96,12
Cc1ccc(CNC(=O)COC(=O)c2cccnc2Cl)cc1,2,-3,-4,3,-0.4,-3,8,-16,13,95,-9

Continued.
SMILES,PKA-R1A act,NSD2 inh,dFosB activator,SR-BI DiI-HDL act,CDK5 p35 inh,SR-BI HDL uptake,Arr AP2 block,PKA-R2B act,SUMO Mot1 rescue,Pemphigus Ab inh,MITF TRPM1 HTS
COc1cc2c(cc1OC)-c1cc(N3CCc4ccccc43)nc(=O)n1CC2,-5,-1,-12,-49,1.1,49,31,-1,-26,x,x
O=C1CN(C(=O)c2cccc(Br)c2)c2ccccc2N1,-4,-5,0,-27,2.1,27,26,-8,23,96,-26
COC(=O)c1cc(OC)c(OC)cc1NC(=O)Nc1cccc(C(C)=O)c1,0,-6,1,9,1.2,-9,5,5,-3,94,-4
CC(=O)OC1C(N2CCCCC2)c2c(ccc(/C=C/C(=O)N3CCCCC3)c2O)OC1(C)C (configuration not stated),5,4,-1,-12,-0.3,12,11,-5,-20,119,-10
O=C(CN1CCCCC1)N1c2ccccc2CCc2ccccc21,-11,1,0,22,-0.4,-22,-4,3,7,95,-3
c1ccc(CN2CCOCC2)cc1,-12,-2,-1,21,0.3,-21,2,-5,9,109,-13
COc1ccc(C2CC(c3cccc(C(F)(F)F)c3)=NN2c2ccc(S(N)(=O)=O)cc2)cc1 (configuration not stated),-12,x,-6,-36,0.0,36,-6,-10,x,105,-7
Cc1ccc(S(=O)(=O)Nc2ccc(N3CCOCC3)nc2)cc1,10,0,1,24,3.9,-24,1,-5,393,101,-9
Cc1ccc(C(=O)NC2CC(=O)N(c3ccc4c(c3)OCCO4)C2)cc1[N+](=O)[O-] (configuration not stated),-8,0,-13,0,-1.8,0,4,2,0,114,5
CC(=O)N/C(=C/c1ccc2c(c1)OCO2)C(=O)Nc1ccccc1,-1,-3,3,-7,0.5,7,1,3,-15,115,26
Cc1ccc(CSCC(=O)NCc2ccco2)cc1,1,1,-7,7,0.5,-7,6,-2,1,104,-7
Cc1ccc(S(=O)(=O)N2CC(O)C2)cc1,-5,x,5,9,-0.2,-9,1,-6,5,103,5
